FN deposit inh: fibronectin deposition inhibition; AID 743247; AH1F fibroblasts, Alexa488-fibronectin deposition fluorescence, overnight; inhibition, % at 12.6 µM; hit rate 0.086% among 350,000;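 active = mean inhibition across replicates of 30% or more, regardless of how many single replicates reach that level; inconclusive = mean under 30% yet at least half of replicates reach 30%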;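 note: positive control wells lacked labelled fibronectin entirely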
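test system = AH1F fibroblasts assembling fluorescent fibronectin matrix | quantity = 10000 AH1F cells per well | buffer or medium = DMEM plus 2% serum, read in PBS | doses = single dose, pinned | incubation = 1 h cell attachment, overnight exposure to compound and label | detection = fluorescence at 485 nm excitation, 525 nm emission | read-out basis = inhibition from reduced deposited-fibronectin fluorescence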
RAD52 anneal inh: RAD52 (human) annealing inhibition; P43351; recombinant RAD52 DNA annealing, FRET fluorescence; inhibition, % at 18.7 µM; hit rate 0.46% among 360,000;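 active = every replicate showing at least 50% inhibition; inconclusive = mean inhibition at least 50% but not in every replicate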
RAD54 inh: inhibitors of human RAD54 branch migration. Q92698. RAD54 Holliday junction branch migration, FAM/BHQ fluorescence. inhibition, % at 10.4 µM. hit rate 0.14% among 360,000. AID 602329;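 active = mean normalized replicate activity at least 40 and at least half of replicates scoring 40 or more; inconclusive = only one of the two criteria met; inactive = mean below 40 and under half of replicates reaching 40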;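 note: 0% = median of neutral control wells and 100% = median of positive control wells; inhibitors cause a drop in the FAM fluorescence signal; in these data hits start at about 50%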
Target sequence (Q92698 whole entry, looked up): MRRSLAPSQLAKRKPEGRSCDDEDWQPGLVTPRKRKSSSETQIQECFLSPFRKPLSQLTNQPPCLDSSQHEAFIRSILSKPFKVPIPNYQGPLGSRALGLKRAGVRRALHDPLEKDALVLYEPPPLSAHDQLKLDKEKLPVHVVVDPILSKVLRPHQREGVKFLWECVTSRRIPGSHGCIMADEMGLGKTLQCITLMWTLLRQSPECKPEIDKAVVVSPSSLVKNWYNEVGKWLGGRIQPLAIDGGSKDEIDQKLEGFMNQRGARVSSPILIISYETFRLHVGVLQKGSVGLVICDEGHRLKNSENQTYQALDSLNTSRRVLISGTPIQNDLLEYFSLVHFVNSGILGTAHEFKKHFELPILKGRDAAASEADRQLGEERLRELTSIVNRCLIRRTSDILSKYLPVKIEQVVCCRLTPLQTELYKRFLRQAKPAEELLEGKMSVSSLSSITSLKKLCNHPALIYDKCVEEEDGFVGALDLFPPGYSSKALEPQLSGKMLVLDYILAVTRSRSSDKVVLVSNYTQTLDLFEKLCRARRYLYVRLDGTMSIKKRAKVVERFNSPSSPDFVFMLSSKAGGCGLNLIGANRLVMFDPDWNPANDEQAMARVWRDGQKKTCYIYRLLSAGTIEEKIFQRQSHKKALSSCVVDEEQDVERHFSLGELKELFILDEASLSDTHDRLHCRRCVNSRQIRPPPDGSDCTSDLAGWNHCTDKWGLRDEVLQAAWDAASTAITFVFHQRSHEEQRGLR
Xi reactivation: X-chromosome reactivation activator; XiGFP mouse fibroblasts, % GFP-positive cells imaging, 3 d; cells co-treated with 5-aza-dC sensitizer; scaled so ellipticine positive control = 100%; activation, % at 7.58 µM; hit rate 0.055% among 360,000; AID 743238;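 active = mean normalized replicate activation at least 10% and every replicate at or above 10%; inconclusive = only one of the two criteria met; inactive = mean below 10% and not all replicates reach 10%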;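 note: 0% = median of on-plate neutral control wells and 100% = ellipticine 6 µM median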
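System: 68-5-11 XiGFP fibroblast line | Buffer or medium: DMEM containing 5-aza-dC | Compound: Single point | Times: Compounds 3 days, fix/stain 15 min at room temperature | Benchmarks: Positive control ellipticine, 6 µM final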
S100A4 MyoIIA: inhibitors of human S100A4 binding to myosin IIA peptide; S100A4/TAMRA-MyoIIA peptide fluorescence polarization; inhibition, % at 10.7 µM; P26447; hit rate 0.14% among 360,000;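 active = mean inhibition of at least 70% across replicates, with every replicate also reaching that level; inconclusive = mean inhibition reaches 70% but some replicates fall short; inactive = mean inhibition below 70%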
Target sequence (P26447 whole entry, looked up): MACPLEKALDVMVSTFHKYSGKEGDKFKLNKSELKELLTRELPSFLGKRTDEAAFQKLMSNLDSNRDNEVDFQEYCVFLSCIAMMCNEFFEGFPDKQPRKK
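Material: S100A4 monomer (human). Medium: Calcium-containing HEPES buffer, pH 7.2. Probe or stimulus: labelled myosin peptide probe, 5 nM. Compound dosing: one concentration per compound. Timing: polarization read 5 min after assay mix addition, stable 5–60 min. Benchmarks: DMSO as neutral control, TFP as positive control.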
E-selectin induc: induces E-selectin expression in human endothelial cells; hit rate 0.37% among 260,000; HUVEC E-selectin immunofluorescence imaging; normalized: neutral wells 0, TNF-alpha wells 100; AID 686992; activation, % at 7.58 µM; P16581;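 active = mean E-selectin-positive cell signal at least 10% of the positive control, reached in at least 60% of replicates, without over 20% cell loss; inconclusive = no rule given, readout overlaps actives, possibly toxicity-flagged; inactive = the rest, including those meeting only one limit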;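 note: in these data hits start at about 27%; measured in HUVEC primary endothelial cells; signal is the percent of cells scored E-selectin positive by PE staining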
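Test system – human umbilical vein endothelial cells (HUVEC), E-selectin induction · Input – 3,000 HUVEC seeded per well · Buffer or medium – EGM-2, gelatin · Compound dosing – single-point compound dose · Detection – immunofluorescence imaging · Measure – percent E-selectin-positive cells · Controls – TNF-alpha high, DMSO low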
esBAF inh: blocks esBAF chromatin remodeling in mouse ES cells; Bmi1-luciferase knock-in reporter, 24 h; 100% = twice the neutral-well signal; AID 602393; hit rate 2% among 350,000; reporter increase, % at 12.5 µM; in the data active = activation above about 40%; inconclusive = no clear call, values can overlap the other calls;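 note: 0% = median of the plate's neutral control wells and 100% = double that signal; a rise in the Bmi1 reporter signal indicates esBAF inhibition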
EWS-Fli block: EWS/Fli transcriptional activity inhibition; A673 NR0B1-luciferase reporter, viability-normalised; inhibition, % at 12.6 µM; hit rate 0.67% among 350,000; AID 651661;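 active = mean inhibition of at least 50% after viability correction, with every replicate also passing that limit; inconclusive = mean reaches 50% but only one of two replicates passes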;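 note: firefly luciferase signal divided by Alamar Blue viability fluorescence both relative to DMSO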
An asterisk follows results filed as active; ? = inconclusive; / = not tested or not shown.

Below each SMILES: esBAF inh | FN deposit inh | E-selectin induc | S100A4 MyoIIA | EWS-Fli block | RAD54 inh | RAD52 anneal inh | Xi reactivation
O=C(COC(=O)c1ccc(S(=O)(=O)N2CCCC2)cc1)Nc1ccc(Cl)cc1
    -1.0 | 0.2 | 1.6 | -1.9 | -1.9 | 3.8 | -15.0 | 0.1
Cc1nnc2sc(SCC(=O)Nc3ccc(Br)cc3)nn2c1=O
    -3.7 | 6.8 | 1.2 | 2.0 | 6.8 | / | -14.1 | 0.1
COc1ccc(S(=O)(=O)N2CC[C@@H]3[C@H]2c2cc(C#Cc4ccccc4OC)ccc2N[C@@H]3CO)cc1
    -1.4 | 1.4 | -0.1 | -7.2 | 15.2 | -8.8 | -17.5 | -0.1
Cc1ccc(C2CC(=O)Oc3cc(C)cc(C)c32)cc1 (configuration not stated)
    -3.9 | / | -6.4 | -4.8 | 4.4 | 6.4 | -11.3 | 0.0
CC(C)NC(=O)N(C)C[C@@H]1Oc2ccc(NS(=O)(=O)c3ccc(Cl)cc3)cc2C(=O)N([C@H](C)CO)C[C@@H]1C
    -1.9 | 0.0 | 0.0 | -5.9 | -5.2 | 7.4 | 1.8 | 3.1
CCCNC(=O)N[C@H]1CC[C@@H](CC(=O)NCCc2ccccc2)O[C@H]1CO
    -2.9 | -13.6 | -0.2 | 40.1 | 2.9 | -4.3 | 0.3 | 0.2
O=C(c1ccoc1)N1CCCC(N2CCN(c3cccc(C(F)(F)F)c3)CC2)C1 (configuration not stated)
    / | -2.7 | 0.0 | 0.2 | 1.0 | 7.9 | -2.1 | -0.1
NC(=O)C1CC(=O)N(c2ccc(OCc3ccc([N+](=O)[O-])cc3)cc2)C1 (configuration not stated)
    34.6 | -0.9 | / | -1.2 | -69.4 | 2.1 | 1.6 | 0.2
O=C(Nc1ccc(F)cc1)N[C@@H]1CC[C@@H](CC(=O)N2CCCCC2)O[C@@H]1CO
    -4.3 | / | 0.0 | 1.9 | 1.3 | -3.8 | 9.8 | 0.1
CCc1cc2c(N[C@@H](Cc3ccccc3)C(=O)O)ncnc2s1
    5.6 | 1.7 | 1.4 | -2.3 | 4.7 | -6.9 | -14.0 | 0.0
CC(=O)N(C)C[C@H]1Oc2cc(-c3cccc(C#N)c3)ccc2S(=O)(=O)N([C@H](C)CO)C[C@@H]1C
    1.4 | 7.3 | -0.1 | -11.9 | -0.4 | -1.0 | 8.3 | -0.7
COCC(=O)N[C@H]1C=C[C@@H](CC(=O)N2CCCCC2)O[C@H]1CO
    -1.2 | -0.9 | 0.3 | / | -2.7 | / | / | 0.1
OCCN1CCN(C(=S)Nc2ccc(SC(F)F)cc2)CC1
    / | -8.9 | / | 3.0 | 4.1 | / | -11.1 | 0.2
N#Cc1ccc(Oc2cccc3cccnc23)c([N+](=O)[O-])c1
    -4.4 | -3.8 | / | 1.3 | -26.8 | 6.0 | -15.7 | 0.2
COc1ccc(S(=O)(=O)N(C)C[C@@H]2OCc3ccccc3-c3ccccc3C(=O)N([C@H](C)CO)C[C@H]2C)cc1
    -1.9 | -4.3 | -0.4 | -11.9 | 12.7 | -0.8 | 11.9 | -0.5
CC(C)[C@H](NC(=O)c1cccs1)C(=O)N1CCC[C@H]1C(=O)NCc1ccccc1
    / | -1.0 | 2.0 | -0.6 | -0.8 | / | 4.0 | 0.2
O=C(O)c1ccc(Cl)cc1NC(=O)C1CCN(S(=O)(=O)c2cccs2)CC1
    -6.9 | -2.8 | 0.4 | -2.5 | 2.8 | 1.6 | -8.0 | -0.2
C[C@@H]1CN([C@@H](C)CO)C(=O)c2cc(C3=CCCC3)cnc2O[C@H]1CN(C)C(=O)CN(C)C
    -1.4 | -2.0 | 0.0 | 3.9 | 4.4 | -0.8 | 1.7 | -0.3
Cc1noc(C)c1S(=O)(=O)N1CCC(C(=O)Nc2ccc(Br)cc2)CC1
    0.0 | 3.1 | / | -7.6 | / | -0.5 | -2.4 | 0.0
CCCC#Cc1ccc([C@@H]2[C@H](C#N)N(C(=O)C3CCC3)[C@H]2CO)cc1
    3.2 | -2.4 | -0.1 | -2.4 | 9.7 | -13.8 | -6.5 | 0.0
COc1ccc(OC)c(C2/C(=C(/O)c3cnn(-c4ccccc4)c3C)C(=O)C(=O)N2CCN(C)C)c1 (configuration not stated)
    / | -5.3 | / | -3.1 | 1.1 | / | -14.2 | 0.0
O=C(C[C@H]1C=C[C@@H](NC(=O)Nc2ccc3c(c2)OCO3)[C@H](CO)O1)NCc1ccc2c(c1)OCO2
    19.7 | / | -0.6 | 2.9 | -13.2 | -2.1 | -12.0 | -0.1
CC(C)(C)NC(=O)C[C@H]1C[C@H](C(=O)N2CCCCC2)[C@@]2(CCc3ccccc3)c3[nH]c4ccc(Cl)cc4c3CCN2C1=O
    1.7 | -1.6 | -0.2 | -2.3 | 6.7 | -4.4 | 8.2 | 0.0
CCOC(=O)C1(Cc2ccccc2)CCN(C2Cc3ccccc3C2)CC1
    4.0 | 18.7 | 0.0 | 1.3 | 0.0 | -2.1 | -13.4 | 0.0
Cc1[nH]c2ccccc2c1C(=O)C(=O)N1CCN(c2cccc(Cl)c2)CC1
    8.4 | -3.8 | / | -0.4 | 6.9 | -6.7 | -7.7 | 0.0
O=[N+]([O-])c1cccc(/C=N\N=C2c3ccccc3-c3ccccc32)c1O
    / | -0.3 | / | 0.1 | 3.4 | / | -11.2 | 0.5
O=C(NNC(=O)C12CC3CC(CC(C3)C1)C2)c1ccncc1
    -3.0 | -1.9 | / | 2.4 | 2.5 | / | -0.8 | 0.3
CCOC(=O)c1cc(-c2cccc([N+](=O)[O-])c2)n[nH]1
    5.7 | -13.4 | 1.0 | 2.8 | 3.9 | 11.4 | 1.7 | 0.0
O=C(O)c1ccc(N=Cc2c(O)ccc3oc4c(c23)CCCC4)cc1
    / | 4.6 | / | 14.5 | -22.9 | / | -8.9 | 0.0
Cn1ncc(Cl)c1C(=O)NCc1ccco1
    -1.8 | -2.5 | -0.8 | 2.1 | -3.7 | -0.7 | -7.6 | 0.4
CCCNC(=S)Nc1ccccc1
    2.4 | 4.4 | 0.1 | -19.1 | 12.7 | -6.7 | -18.7 | 0.0
C[C@@H]1CCCCO[C@H](CN(C)Cc2ccc(C(=O)O)cc2)[C@H](C)CN([C@@H](C)CO)C(=O)c2cc(NC(=O)CCC(F)(F)F)ccc2O1
    -2.2 | / | 0.0 | -4.0 | -0.5 | 3.5 | 0.6 | -0.5
O=C(C[C@H]1CC[C@H]2[C@@H](COC[C@@H](O)CN2S(=O)(=O)c2cccc(Cl)c2)O1)NCc1ccc2c(c1)OCO2
    -3.5 | -4.4 | 0.0 | 3.7 | -5.0 | 0.5 | 12.8 | 0.2
COc1ccc(-c2c(-c3ccsc3)oc(=O)c3cc(OC)c(OC)cc23)cc1
    2.3 | -17.5 | / | -1.4 | -3.6 | 5.3 | -13.4 | 0.1
CCNC(=O)CCSc1nnc(-c2ccncc2)o1
    / | / | 1.6 | 10.3 | 0.6 | / | 5.3 | 0.0
O=C(CN1C(=O)CSc2ccc(S(=O)(=O)N3CCOCC3)cc21)NCCc1ccccc1
    1.5 | -3.4 | 0.7 | 8.5 | -6.1 | -1.4 | -6.4 | 0.2
CC(=O)Nc1ccc(S(=O)(=O)N2CCN(Cc3cccc([N+](=O)[O-])c3)CC2)cc1
    / | 5.0 | -0.3 | -4.8 | 7.4 | / | -5.4 | -0.1
CCOc1ccc(OCc2cccc(C(=O)N3CCCC3)c2)cc1
    -12.4 | / | / | -0.1 | / | -10.1 | 5.5 | /
Cc1c(Cl)c([N+](=O)[O-])nn1CC(=O)NCc1cccnc1
    / | -1.4 | / | -0.9 | 7.8 | / | -13.0 | 0.0
CCOc1ccccc1OCCCC(=O)NNC(=O)c1ccc(F)cc1
    1.3 | -3.6 | -0.3 | -3.1 | -3.7 | -2.8 | -6.3 | -0.1
O=C(NCCN1CCOCC1)C(=O)NCC1OCCN1S(=O)(=O)c1ccccc1 (configuration not stated)
    -11.9 | -2.8 | 1.1 | -0.2 | / | 8.9 | -7.6 | 0.0
O=C(CCNC(=O)c1ccc(Br)cc1)Nc1cccc(S(=O)(=O)N2CCCC2)c1
    4.8 | -1.5 | -0.6 | 6.8 | 5.3 | -8.8 | -16.6 | 0.2
O=C(Nc1nccs1)C1(c2ccc(Cl)cc2)CC1
    / | 3.0 | / | -0.1 | 0.7 | / | -5.5 | 0.1
COc1ccc(Cl)cc1C1=NOC2(CCC2)C(=O)N1Cc1cccc(C#N)c1
    0.2 | -3.7 | / | -1.8 | 3.8 | -15.2 | -27.0 | 0.0
C[C@@H]1CCCCO[C@H](CN(C)C(=O)c2ccncc2)[C@@H](C)CN([C@H](C)CO)C(=O)c2cc(NC(=O)C3CCCCC3)ccc2O1
    -2.3 | / | -0.1 | / | 4.6 | / | / | -0.8
O=C(c1cnccn1)N1CC(=O)N2[C@H](CO)[C@@H](c3ccc(-c4cccc(F)c4)cc3)[C@@H]2C1
    / | 7.7 | 0.1 | -0.8 | 3.2 | / | -3.7 | ?
CSc1nsc(SC)c1CO
    / | 3.1 | 2.9 | 12.8 | 3.7 | / | -6.6 | 0.8
Cn1c(=O)[nH]c(=O)c2c1nc(N1CCN(C(=O)c3ccco3)CC1)n2CCCSc1ncccn1
    4.0 | 6.6 | 0.4 | -2.0 | 8.2 | 6.9 | -2.3 | /
O=C1C[C@@H]2c3c(cccc3CN1Cc1ccc(Cl)cc1)C[C@@H](O)[C@H]2O
    -12.0 | 11.3 | -0.1 | -0.5 | -5.1 | -4.7 | 18.2 | 0.1
CCN(CC)C(=O)C1CCN(S(=O)(=O)c2ccc(-n3cnnn3)cc2)CC1
    / | -6.3 | / | -14.9 | 12.8 | / | -1.7 | 0.2

(list continues)
Below each SMILES: esBAF inh | FN deposit inh | E-selectin induc | S100A4 MyoIIA | EWS-Fli block | RAD54 inh | RAD52 anneal inh | Xi reactivation
CCCCNS(=O)(=O)c1ccc2nc(-c3cccnc3)cc(C(=O)NCCOC)c2c1
    -1.4 | -0.1 | 0.0 | -0.1 | 0.0 | / | 2.1 | 2.9
CCC1COCCS(=O)(=O)N1Cc1ccccc1F (configuration not stated)
    -1.1 | -12.0 | -0.1 | -5.9 | -4.5 | 7.5 | -2.0 | 0.0
Cc1ccc(S(=O)(=O)NNC(=O)/C=C/c2cccc(F)c2)cc1
    -4.0 | 5.8 | 0.5 | -7.8 | 2.4 | -1.4 | -7.5 | 0.1
CC1(C(=O)NCC2CC2)Cc2c(-c3ccc4c(c3)OCO4)ccnc2O1 (configuration not stated)
    1.9 | 5.6 | 0.5 | 0.5 | 47.0 | 3.9 | 1.9 | -0.2

Screening results: PubChem BioAssay, Broad Institute
